S1P2 antag: S1P2 (human) receptor antagonism; O95136; cell-based S1P2 antagonist assay, inhibition at 5 uM; inhibition, % at 5 µM; actives 0.21% (n = 97,000); AID 736; in the data active = inhibition above about 45%;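 note: CRE beta-lactamase reporter cells expressing human S1P2 stimulated with S1P; 0% = agonist at EC80 alone and 100% = agonist plus reference antagonist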
Target sequence (O95136 whole entry, looked up): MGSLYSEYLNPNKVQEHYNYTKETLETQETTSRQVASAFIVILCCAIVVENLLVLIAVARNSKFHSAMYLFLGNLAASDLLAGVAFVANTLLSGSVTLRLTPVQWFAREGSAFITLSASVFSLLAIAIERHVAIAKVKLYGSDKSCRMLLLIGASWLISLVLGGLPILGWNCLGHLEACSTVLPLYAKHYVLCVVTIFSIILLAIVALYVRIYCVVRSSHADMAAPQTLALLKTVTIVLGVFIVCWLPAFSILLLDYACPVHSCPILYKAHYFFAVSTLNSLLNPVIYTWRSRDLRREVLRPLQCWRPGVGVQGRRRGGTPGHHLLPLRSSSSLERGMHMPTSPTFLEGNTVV
hDAT+cocaine: human DAT dopamine uptake with cocaine, either direction; Q01959; LLC-PK1 hDAT cells, [14C]-dopamine uptake with cocaine IC80; actives deviate in either direction; B-score at 10 µM; actives 1.3% (n = 110,000); AID 449768;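 active = Z score or B-score, a plate-position-corrected score, falls beyond the plate's 99.7% confidence bounds, in either direction; inactive = both scores lie inside the 99.7% bounds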;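 note: scored against the spread of the other compound wells on the same plate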
Target sequence (Q01959 whole entry, looked up): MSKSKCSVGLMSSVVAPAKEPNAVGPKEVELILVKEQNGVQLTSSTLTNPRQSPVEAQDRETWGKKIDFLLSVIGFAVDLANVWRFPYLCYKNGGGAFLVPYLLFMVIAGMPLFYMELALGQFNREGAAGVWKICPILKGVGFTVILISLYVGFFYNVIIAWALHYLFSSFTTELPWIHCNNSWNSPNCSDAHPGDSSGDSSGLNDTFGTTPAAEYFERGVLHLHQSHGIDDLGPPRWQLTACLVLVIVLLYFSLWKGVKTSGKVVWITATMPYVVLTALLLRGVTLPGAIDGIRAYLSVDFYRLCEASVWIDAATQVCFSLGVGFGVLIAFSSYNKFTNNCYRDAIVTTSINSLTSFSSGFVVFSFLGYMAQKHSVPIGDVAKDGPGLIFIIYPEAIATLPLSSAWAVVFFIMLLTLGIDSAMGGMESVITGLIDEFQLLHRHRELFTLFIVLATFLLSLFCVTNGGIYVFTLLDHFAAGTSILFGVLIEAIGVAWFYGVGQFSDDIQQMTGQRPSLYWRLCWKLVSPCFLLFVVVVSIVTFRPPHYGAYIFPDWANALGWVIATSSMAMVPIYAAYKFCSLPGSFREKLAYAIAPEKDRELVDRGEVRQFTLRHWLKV
PostGolgi ctrl: yeast control strain growth, post-Golgi counter-screen; efflux-deficient yeast background strain, growth absorbance A615, 16 h; inhibition, % at 10 µM; actives 5% (n = 98,000)
Fibroblast inh: blocks proliferation of human lung fibroblasts; LL 47 human lung fibroblast viability, ATP luminescence; stronger effect = lower value; actives 1.1% (n = 85,000); viability, % at 10 µM;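 active = viability at or below 50% in the single dose screen; inactive = viability above 50%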;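 note: compound exposure lasted 72 h before the ATP readout; 100% = median luminescence of untreated cell-only wells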
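Material: human LL 47 lung fibroblast cells; quantity: 1,150 cells/well; medium: IMEM plus 15% FBS; doses: 0.1% DMSO in all compound wells; timing: overnight attachment after seeding, then 72 h compound exposure at 37 °C; detection: CellTiter-Glo luminescence; measure: % viability of median cell-only signal; controls: cell-only wells, no compound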
HUVEC prolif 384: blocks proliferation of human endothelial cells; HUVEC proliferation, CellTiter-Glo luminescence, 72 h; stronger effect = lower value; viability, % at 10 µM (by protocol); actives 1.1% (n = 86,000);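 active = viability at or below 30%; inactive = viability above 30%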;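 note: 100% = median luminescence of DMSO-only cell control wells on each plate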
S1P2 ag: agonists of human S1P2 receptor. activation, % at 4.5 µM. S1P2-expressing cell line, agonist reporter read-out. O95136. actives 0.46% (n = 97,000); in the data active = activation above about 16%;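 note: 0% = vehicle low control and 100% = maximal reference agonist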
PostGolgi yeast: growth inhibition of a yeast mutant, post-Golgi transport screen | inhibition, % at 10 µM | post-Golgi transport phenotypic cell assay | actives 0.9% (n = 98,000);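 note: yeast cells grown in 1536-well plates; yeast grown about 18 h at 30C before absorbance read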
H69AR growth 86K: blocks growth of human H69AR lung tumor cells | actives 6% (n = 85,000) | H69AR lung tumor viability, ATP luminescence, 72 h; stronger effect = lower value | viability, % at 10 µM;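 active = viability at or below 40%; inactive = viability above 40%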;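 note: multidrug resistant small cell line overexpressing MRP-1 efflux transporter; 100% = mean luminescence of untreated control wells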
E coli WT exp: blocks growth of wild type E. coli BW25113. OD600 absorbance. growth inhibition, % at 100 µM. actives 0.15% (n = 98,000). AID 710;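 active = growth inhibition above about 50% at one test dose, limit read from the data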;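 note: growth measured after 20 h incubation at 37 °C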
The depositor's hits bear a star; . = no result given. Cut-off read from the data, not from the text of the source, unless noted: active = inhibition above about 30%; inactive = the rest.

SMILES | S1P2 antag | hDAT+cocaine | PostGolgi ctrl | Fibroblast inh | HUVEC prolif 384 | S1P2 ag | PostGolgi yeast | H69AR growth 86K | E coli WT exp
C=CCOc1ccc(CNn2nnnc2N)cc1 | 22 | 0.71 | -2 | 99 | 94 | -4 | -2 | 94 | 8
FC(F)(F)c1nc(N2CCCC2)ncc1-c1nnnn1-c1ccccc1 | 7 | -0.0058 | 19 | . | . | -11 | -1 | . | -2
COc1ccc(OC)c(S(=O)(=O)N(C)CC(=O)Nc2ccccc2OC)c1 | -12 | 0.64 | 10 | 102 | 102 | -1 | -2 | 101 | -1
CC1=CC(C)(C)NC(=S)N1c1ccccc1 | -4 | -0.16 | 6 | 97 | 85 | -4 | 20 | 99 | -3
CCCn1c(C)cc(C(=O)COc2ncnc3sccc23)c1C | 11 | -0.65 | -3 | . | . | -1 | -6 | . | -7
CCCNC(=S)Nc1ccc(Nc2ccccc2)cc1 | -13 | 0.18 | -1 | 96 | 91 | -4 | 19 | 94 | 19
CCn1nc(C(=O)N2CCN(Cc3ccc4c(c3)OCO4)CC2)c2ccccc2c1=O | 32 | 2.3 | -1 | 103 | 111 | -7 | -1 | 109 | 1
Cc1ccc(Nc2nc(N)nc(CN3CCc4ccccc4C3)n2)cc1 | 17 | 1.2 | 4 | 95 | 91 | -4 | 4 | 71 | 13
Cn1c(=O)[nH]c(=O)c2c1nc(SCC(O)CO)n2Cc1ccccc1Cl (configuration not stated) | -2 | 0.0061 | 2 | 100 | 94 | -2 | -9 | 81 | 5
CCOC(=O)N1CCN(S(=O)(=O)c2ccc(F)c(C(=O)Nc3cccc(C)c3C)c2)CC1 | -91 | 0.18 | 8 | 93 | 87 | -1 | 4 | 77 | -9
O=C(CSc1nnc(-c2ccccc2)o1)N1CCOCC1 | 3 | -0.87 | 7 | 97 | 98 | -4 | 9 | 91 | 2
COc1ccc(OC)c(NC(=O)C(CCS(C)(=O)=O)NC(C)=O)c1 (configuration not stated) | . | 4.3* | . | 100 | 93 | . | . | 94 | .
O=C(NCc1cccs1)C1CC(c2ccccc2O)=NO1 (configuration not stated) | -14 | . | 7 | 94 | 71 | -5 | 8 | 82 | 10
CSc1nc(C)cc(SCC(=O)Nc2ccccc2)n1 | -21 | -1.2 | -4 | 98 | 99 | -2 | 11 | 87 | 10
CCCCN(CCCC)C(=O)CSc1nnc(-c2cc(OC)c(OC)c(OC)c2)o1 | . | -0.006 | 8 | 92 | 94 | . | -7 | 63 | -4

A run of entries from further up, as a working copy:
SMILES | S1P2 antag | hDAT+cocaine | PostGolgi ctrl | Fibroblast inh | HUVEC prolif 384 | S1P2 ag | PostGolgi yeast | H69AR growth 86K | E coli WT exp
Cn1c(=O)[nH]c(=O)c2c1nc(SCC(O)CO)n2Cc1ccccc1Cl (configuration not stated) | -2 | 0.0061 | 2 | 100 | 94 | -2 | -9 | 81 | 5
CCOC(=O)N1CCN(S(=O)(=O)c2ccc(F)c(C(=O)Nc3cccc(C)c3C)c2)CC1 | -91 | 0.18 | 8 | 93 | 87 | -1 | 4 | 77 | -9

Other records
SMILES | S1P2 antag | hDAT+cocaine | PostGolgi ctrl | Fibroblast inh | HUVEC prolif 384 | S1P2 ag | PostGolgi yeast | H69AR growth 86K | E coli WT exp
N#Cc1c(N)nc(SCC(=O)NCCc2ccccc2)c(C#N)c1-c1cccs1 | -11 | . | 4 | 82 | 73 | -6 | 20 | 73 | 1
C[n+]1cn(CC(O)COCc2ccccc2)c2ccccc21 (configuration not stated) | 6 | . | 5 | . | . | -9 | 6 | . | 4
CCOC(=O)N1CCC(N2CCN(S(=O)(=O)c3ccc(NC(C)=O)cc3)CC2)CC1 | -19 | 0.046 | 3 | 97 | 109 | -5 | 2 | 86 | -4
COC(=O)c1c(N(S(C)(=O)=O)S(C)(=O)=O)sc2c1CCN(c1ncc(C(F)(F)F)cc1Cl)C2 | -10 | -0.96 | 21 | 106 | 111 | 2 | 7 | 98 | 7
CC(C)C1C(C#N)=C(N)Oc2n[nH]c(C(C)(C)C)c21 (configuration not stated) | 11 | 0.74 | 7 | 96 | 65 | -6 | 4 | 91 | -1
O=C(Oc1cccc2cccnc12)c1ccc(Br)o1 | 15 | 0.0052 | -2 | 97 | 93 | -3 | 5 | 83 | 12
CC(C)CC(N=C1NC(C)(C)Cc2ccccc21)C(=O)O (configuration not stated) | -13 | -0.29 | . | 111 | 99 | -3 | . | 108 | .
CCOC(=O)c1nnn(-c2nonc2N)c1CNC(C)C | -2 | -0.51 | 7 | 92 | 97 | -2 | -3 | 94 | 2
COc1ccc(/C(=N\O)c2ncc(C(F)(F)F)cc2Cl)cc1 | -3 | -1.5 | -11 | 108 | 99 | -4 | 11 | 98 | 2
Cc1cccc(Nc2nc(N3CCCC3)nc(N3CCCC3)n2)c1 | 9 | -0.81 | 38* | 90 | 90 | -5 | 2 | 82 | -1
CC1=CC(C)(C)N(C(=O)CSc2nnc(N)s2)c2c(C)cc(C)cc21 | -8 | -1.5 | 22 | . | . | -1 | 7 | . | 1
Cn1c(=O)c2c(nc(CN3CCc4ccccc4C3)n2Cc2ccc(F)cc2)n(C)c1=O | -4 | 0.6 | . | 102 | 81 | -8 | . | 60 | .
CCCC(=O)c1ccc(N2CCN(C(=O)OCC)CC2)c(F)c1 | 7 | 0.5 | 3 | 100 | 96 | -3 | -6 | 92 | 9
CCN1CCN(Cc2nc3c(c(=O)[nH]c(=O)n3C)n2Cc2ccccc2Cl)CC1 | 18 | 0.55 | . | 91 | 93 | -4 | . | 77 | .
CCOc1ccc(Cn2nnc(C(=O)NCCc3ccc(Cl)cc3)c2N)cc1 | 8 | -0.2 | 0 | 94 | 106 | -1 | -4 | 103 | -12
O=C(Nc1ccccc1N1CCN(C(=O)c2ccc(Cl)cc2)CC1)c1cc(Br)ccc1Cl | 14 | -0.021 | 21 | 89 | 82 | -8 | 0 | 74 | -8
CC1CCCC(C)N1C(=O)CSc1nnc(CSc2ncccn2)n1C (configuration not stated) | . | -0.63 | -7 | 101 | 98 | . | -3 | 106 | -8
CCCCn1c(SCC(=O)Nc2cc(C)on2)nc2c1c(=O)n(C)c(=O)n2C | -9 | -0.76 | -2 | 95 | 98 | -4 | -10 | 88 | -10
COc1cccc(Cn2c(NCC(C)C)nc3c2c(=O)n(C)c(=O)n3C)c1 | -16 | 1.5 | 23 | 95 | 94 | -1 | 8 | 88 | -8
CCOc1ccc(C(=O)NCc2ccncc2)cc1 | 4 | 0.19 | 10 | 101 | 103 | -4 | -5 | 95 | 12
COc1ccc(-c2noc(CN(C)S(=O)(=O)c3ccc(Cl)cc3)n2)cc1OC | -12 | 0.0066 | 23 | 92 | 96 | -6 | -3 | 85 | -4
Nc1ccccc1C(=O)Nc1cccc(C(=O)O)c1 | 8 | 0.13 | -9 | . | . | -3 | 8 | . | -1
CCCC(=O)c1cc(-c2nc3ccccc3n2C)n(C)c1 | -8 | -0.22 | 10 | 112 | 114 | -2 | 3 | 81 | 5
COc1ccccc1N1CCN(C(c2ccc(C)cc2)c2nnnn2C(C)C)CC1 (configuration not stated) | 7 | 3.1* | 8 | 93 | 102 | -4 | 2 | 88 | -4
CCc1nccn1C(=O)c1cnn2c(C(F)F)cc(-c3ccccc3)nc12 | -5 | 0.1 | 2 | . | . | -8 | 4 | . | 2
Cc1ccc(N(CC(O)Cn2c3ccccc3c3ccccc32)S(C)(=O)=O)c(C)c1 (configuration not stated) | 0 | 0.018 | 51* | 90 | 61 | -2 | -6 | 17* | -1
COc1ccc(C(=O)CSc2nnc(-c3ccccc3)o2)cc1 | 13 | 0.83 | 1 | 91 | 83 | -4 | 5 | 98 | -18
COc1cccc(NS(=O)(=O)CC23CCC(CC2=O)C3(C)C)c1 (configuration not stated) | 0 | 0.053 | 7 | . | . | -4 | 13 | . | 4
CC(C)(C)n1nc2c(c1NC(=O)c1ccco1)CS(=O)C2 (configuration not stated) | -12 | -1.3 | 8 | 95 | 106 | -3 | -5 | 98 | -1
CCSc1nnc([C@H](Cc2ccccc2)NC(=O)OC(C)(C)C)o1 | -3 | 0.15 | 3 | 105 | 109 | -4 | -11 | 95 | 5
CCN(CC)c1ccc(C=N/C(C#N)=C(\N)C#N)cc1 | 18 | 0.039 | 7 | 103 | 99 | -3 | 5 | 95 | 21
CCSc1nnc(-c2cccc(S(=O)(=O)N(CC)CC)c2)n1Cc1ccccc1 | -6 | 0.22 | 12 | 86 | 80 | -5 | -10 | 49 | -6
Cc1cc(Nc2c(C)n(C)n(-c3ccccc3)c2=O)n2c(nc3ccccc32)c1C#N | -6 | . | 3 | 100 | 93 | -1 | -6 | 104 | 0
Nn1c(SCC(=O)NC(=O)NC2CCCC2)nnc1-c1ccccc1F | -6 | 0.2 | 14 | 97 | 94 | 0 | 5 | 77 | 8
O=C(O)c1ccc(CNCc2cccc(Cl)c2Cl)cc1 | 5 | 1 | 15 | . | . | -6 | -1 | . | -13
COc1ccc(C)cc1NC(=O)CN1CCN(S(=O)(=O)c2ccc(C(C)C)cc2)CC1 | 3 | -0.98 | 17 | . | . | -11 | -5 | . | -14
Cc1c(-c2nnnn2-c2ccc(F)cc2)cnc2cc3c(cc12)OCO3 | 8 | -0.63 | 11 | . | . | -7 | -12 | . | -8
Cc1cc(C)n(-c2nc3ccccc3c(=O)n2OC2CCCCC2)n1 | 13 | 0.52 | 13 | 97 | 98 | 0 | 0 | . | 8
C(=N\Nc1ncnc2sc3c(c12)CCC3)/c1cccs1 | 0 | 0.52 | 34* | . | . | -8 | 19 | . | 3
C=CCn1c(SCC(=O)c2ccc(Cl)s2)nc2ccccc2c1=O | -17 | -0.65 | 17 | . | . | 1 | -3 | . | -2
CC1(C)CC2CC(C)(CN2C(=O)COC(=O)c2ccc(Cl)cc2N)C1 (configuration not stated) | 2 | 1.8 | 30 | 94 | 107 | -4 | -3 | 91 | -3

In a second layout: 13 of the compounds above.
Screens in order – S1P2 antag | hDAT+cocaine | PostGolgi ctrl | Fibroblast inh | HUVEC prolif 384 | S1P2 ag | PostGolgi yeast | H69AR growth 86K | E coli WT exp
Cc1ccc(N(CC(O)Cn2c3ccccc3c3ccccc32)S(C)(=O)=O)c(C)c1 (configuration not stated)
→ 0 | 0.018 | 51* | 90 | 61 | -2 | -6 | 17* | -1
COc1ccc(C(=O)CSc2nnc(-c3ccccc3)o2)cc1
→ 13 | 0.83 | 1 | 91 | 83 | -4 | 5 | 98 | -18
COc1cccc(NS(=O)(=O)CC23CCC(CC2=O)C3(C)C)c1 (configuration not stated)
→ 0 | 0.053 | 7 | . | . | -4 | 13 | . | 4
CC(C)(C)n1nc2c(c1NC(=O)c1ccco1)CS(=O)C2 (configuration not stated)
→ -12 | -1.3 | 8 | 95 | 106 | -3 | -5 | 98 | -1
CCSc1nnc([C@H](Cc2ccccc2)NC(=O)OC(C)(C)C)o1
→ -3 | 0.15 | 3 | 105 | 109 | -4 | -11 | 95 | 5
CCN(CC)c1ccc(C=N/C(C#N)=C(\N)C#N)cc1
→ 18 | 0.039 | 7 | 103 | 99 | -3 | 5 | 95 | 21
CCSc1nnc(-c2cccc(S(=O)(=O)N(CC)CC)c2)n1Cc1ccccc1
→ -6 | 0.22 | 12 | 86 | 80 | -5 | -10 | 49 | -6
Cc1cc(Nc2c(C)n(C)n(-c3ccccc3)c2=O)n2c(nc3ccccc32)c1C#N
→ -6 | . | 3 | 100 | 93 | -1 | -6 | 104 | 0
Nn1c(SCC(=O)NC(=O)NC2CCCC2)nnc1-c1ccccc1F
→ -6 | 0.2 | 14 | 97 | 94 | 0 | 5 | 77 | 8
O=C(O)c1ccc(CNCc2cccc(Cl)c2Cl)cc1
→ 5 | 1 | 15 | . | . | -6 | -1 | . | -13
COc1ccc(C)cc1NC(=O)CN1CCN(S(=O)(=O)c2ccc(C(C)C)cc2)CC1
→ 3 | -0.98 | 17 | . | . | -11 | -5 | . | -14
Cc1c(-c2nnnn2-c2ccc(F)cc2)cnc2cc3c(cc12)OCO3
→ 8 | -0.63 | 11 | . | . | -7 | -12 | . | -8
Cc1cc(C)n(-c2nc3ccccc3c(=O)n2OC2CCCCC2)n1
→ 13 | 0.52 | 13 | 97 | 98 | 0 | 0 | . | 8

Assay outcomes deposited in PubChem BioAssay by several laboratories.
